HIF act: HIF pathway transcriptional activation. activation, % at 7.5 µM (by protocol). AID 1910. U2OS HRE-luciferase reporter, luminescence; normalized: DMSO 0%, desferrioxamine 100%. hit rate 0.32% among 300,000;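 active means mean activation of at least 10% of the iron chelator positive control signal, with at least half of replicates also reaching 10%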
GSK3 alpha inh: inhibitors of human GSK-3 alpha kinase | inhibition, % at 10 µM | ADP-Glo luminescence, 60 min | hit rate 0.1% among 320,000 | AID 2650 | P49840;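 in the data active means inhibition above about 50%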;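 further: GST-tagged GSK-3 alpha with peptide substrate and 25 µM ATP; 0% = DMSO neutral wells and 100% = GW8510 positive control wells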
Target sequence (P49840 whole entry, looked up): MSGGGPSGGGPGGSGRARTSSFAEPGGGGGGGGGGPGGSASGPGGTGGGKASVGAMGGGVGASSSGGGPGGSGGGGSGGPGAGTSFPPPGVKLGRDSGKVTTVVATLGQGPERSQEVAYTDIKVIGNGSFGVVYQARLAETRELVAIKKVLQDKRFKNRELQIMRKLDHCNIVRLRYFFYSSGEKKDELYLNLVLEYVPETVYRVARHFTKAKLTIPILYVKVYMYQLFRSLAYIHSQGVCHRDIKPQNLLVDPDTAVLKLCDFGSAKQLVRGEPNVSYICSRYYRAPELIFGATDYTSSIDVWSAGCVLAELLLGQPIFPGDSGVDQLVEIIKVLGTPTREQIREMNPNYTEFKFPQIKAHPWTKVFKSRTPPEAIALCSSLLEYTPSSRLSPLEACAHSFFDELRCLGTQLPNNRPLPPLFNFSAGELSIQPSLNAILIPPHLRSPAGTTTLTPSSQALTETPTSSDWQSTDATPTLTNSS
aSyn UTR inh: 5' untranslated region of α-synuclein, MLPCN primary screen. alpha-synuclein 5'UTR reporter, inhibitor activity. AID 1813. inhibition, % (tested at 7.5 µM). hit rate 0.82% among 300,000; in the data active means inhibition above about 60%;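 further: H4 neuroglioblastoma cells stably carrying SNCA 5'UTR luciferase fusion; 0% = DMSO wells and 100% = positive control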
AI-2 QS mod: Vibrio harveyi AI-2 quorum sensing modulation; Vibrio harveyi JMH597 AI-2 luminescence/OD600 ratio, 9 h; hits give low values; strain lacks LuxN and CqsS sensors; 0 = neutral-control median; activity change, % at 7.5 µM; hit rate 0.4% among 300,000; AID 2094; in the data active means activity change below about -75%, passing the limit was not always enough;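 further: luminescence divided by OD600 gain over 9 h not by final OD600 alone; inactives centre near 13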
GSK3beta inhib: blocks human GSK3beta kinase activity; GST-GSK3beta kinase, ADP-Glo luminescence, 60 min; hits give low values; activity score (negative = inhibition), % at 10 µM; hit rate 0.038% among 300,000; AID 2097;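 active means more than half of replicate wells score below -50%, meaning over 50% inhibition versus plate controls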;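 further: 0% = median DMSO wells and -100% = median GW8510 positive control wells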
Target sequence (P49841 whole entry, looked up): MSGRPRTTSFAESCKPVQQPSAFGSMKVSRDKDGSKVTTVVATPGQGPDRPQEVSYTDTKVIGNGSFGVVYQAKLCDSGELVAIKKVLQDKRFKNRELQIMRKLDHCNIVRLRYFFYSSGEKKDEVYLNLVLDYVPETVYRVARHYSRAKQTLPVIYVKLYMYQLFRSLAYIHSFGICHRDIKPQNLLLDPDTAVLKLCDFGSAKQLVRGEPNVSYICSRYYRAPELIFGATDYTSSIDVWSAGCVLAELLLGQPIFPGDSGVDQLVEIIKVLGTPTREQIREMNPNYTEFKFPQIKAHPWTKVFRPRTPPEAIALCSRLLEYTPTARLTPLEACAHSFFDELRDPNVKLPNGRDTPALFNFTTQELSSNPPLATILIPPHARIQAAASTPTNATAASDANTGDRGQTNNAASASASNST
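Assay system: GST-fused GSK3beta enzyme, cell-free / Medium: Tris pH 7.5 buffer with MgCl2, DTT, BSA, heparin / Also added: peptide substrate plus 25 µM ATP (final) / Compound: 10 µM single point / Timing: kinase reaction with compound 60 min at room temperature / Detection: ADP-Glo luminescence / Benchmarks: DMSO neutral wells and GW8510 at 20 µM as positive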
HSP90 inh: inhibitors of HSP90 luciferase refolding in rabbit reticulocyte lysate. luciferase refolding luminescence, 3 h. inhibition, % at 5.6 µM. hit rate 0.91% among 290,000;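 active means inhibition above the screen-wide mean plus 3 SD, computed separately per campaign, cut at about 16% in these data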;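 further: 0% = DMSO wells and 100% = 60 µM geldanamycin wells; inhibitors lower the luminescence because luciferase stays unfolded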
KLF5 inhibitor: suppresses KLF5 promoter-driven expression; DLD-1 KLF5 promoter-luciferase reporter, luminescence; inhibition, % at 5 µM; hit rate 0.23% among 290,000;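 active means inhibition above a per-plate limit of that plate's mean compound inhibition plus 3 SD, cut at about 60% in these data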;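 further: 0% = DMSO wells and 100% = LY294002 at 200 µM; higher means less KLF5 promoter-driven luciferase light; inactives centre near -14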
HSF1 inh: HSF1 inhibition. activity change, negative = inhibition, % at 7.5 µM (by protocol). AID 2098. NIH3T3-HGL HSE-luciferase, MG132-induced, luminescence 8 h; hits give low values. hit rate 0.77% among 300,000;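 active means more than half of replicate wells show activity change below -50%, luminescence cut by over half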;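 further: luciferase reports HSF-1 transcriptional activity via heat shock element; 0% = median of DMSO wells and -100% = zero luminescence signal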
IEC-6 tox: kills IEC-6 intestinal cells in KLF5 counter-screen | IEC-6 cytotoxicity, luminescence viability | inhibition, % at 5 µM | hit rate 0.78% among 290,000; in the data active means inhibition above about 22%;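 further: 0% = plate median of test compound wells and 100% = cytotoxic reference compound wells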
HSF-1 act: increases HSF-1 driven luciferase reporter signal; hit rate 1.7% among 300,000; activation, % at 9 µM; NIH3T3-HGL HSF-1 luciferase reporter, MG132, 8 h; 100% = twice DMSO control signal;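 active means mean replicate activation of at least 50% with a set share of replicates each reaching 50%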;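 further: 0% = median of the neutral control wells and 100% = twice that signal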
* = called active by the depositor; / = not tested or not shown. Hits appear at their usual frequency; about 4.7% have a hit in one of these screens.

Structure	HIF act	GSK3 alpha inh	aSyn UTR inh	AI-2 QS mod	GSK3beta inhib	HSP90 inh	KLF5 inhibitor	HSF1 inh	IEC-6 tox	HSF-1 act
Cc1ccc(Cn2c(-n3nc(C)cc3C)nc3c2c(=O)[nH]c(=O)n3C)cc1	-0.5	0	18	28	-1	0	-1	3	0	27
O=C1CNC(=S)N1CCCc1ccccc1	-0.2	0	-17	21	0	-3	-17	-4	-8	9
O=C1NC(=O)/C(=C\c2ccc(Br)o2)S1	1.3	6	-18	7	1	2	-30	-4	-5	-6
COc1nc(N2CCCCCC2)nc(N2CCCCCC2)n1	-0.5	0	7	4	-5	0	-5	3	-10	24
O=C(CNC(=O)c1ccc(Br)o1)Nc1ncccc1O	-11	-1	-12	28	-1	/	/	8	/	-10
Cc1cc(C(=O)N2CCN(c3ccc([N+](=O)[O-])cc3)CC2)no1	0.2	-1	10	0	0	5	4	-18	1	-26
COCCC1CCCCN1C(=O)c1cc(COc2ccc(C)nc2)on1 (stereo not drawn)	1.5	-1	-18	-10	2	1	-5	-3	8	-1
CCCSc1nc2cc(S(=O)(=O)N3CCOCC3)ccc2n1CC	0.0	-2	9	21	0	-2	-9	3	-5	9
Cc1ccccc1OCc1nc(-c2ccc(NC(=O)c3cccs3)cc2)no1	3.0	-1	-277	9	-1	-2	-68	10	2	27
CC(=O)Nc1ccc(/C(C)=N/NC(=O)C2CC2c2ccccc2)cc1 (stereo not drawn)	2.7	-1	0	37	-2	-4	2	6	-2	19
CCOc1ccc(NC(=O)CN2CC(c3ccccc3)CC2=O)cc1 (stereo not drawn)	-0.2	/	-16	25	1	2	13	-4	4	-1
COc1ccccc1NC(=O)c1sc(Cl)nc1C	0.1	-3	-69	21	1	-1	-16	3	-3	-2
O=C(NC1CCCCC1)N(CCO)Cc1cc2cc3c(cc2[nH]c1=O)OCCO3	0.2	-1	2	18	1	-3	-21	3	0	37
CC(C)[C@H](NC(=O)Nc1ccccc1F)C(=O)O	-0.4	2	7	82	2	-1	-15	-9	3	11
CC1=CC(C)(C)N2C(=O)C3(C(C#N)=C(N)Oc4cc(O)ccc43)c3c(C)c(C)cc1c32 (stereo not drawn)	0.2	3	15	27	2	6	-16	6	-4	20
COc1ccc(CNC2CCCC2)c(OC)c1OC	-0.1	-7	5	10	-2	2	-25	-2	-5	-1
CN(C)C(CNC(=O)c1ccc(NS(=O)(=O)c2ccc3[nH]c(=O)[nH]c3c2)cc1)c1ccccc1 (stereo not drawn)	-0.8	0	4	4	1	/	/	-2	/	4
CCOc1ccc(CC(=O)N/N=C(\C)c2cccnc2)cc1OCC	-0.7	-1	25	-1	-2	2	-21	1	-1	-15
CCC(C)Sc1cccc(-c2nc3ccc(Cl)cn3c2NCc2ccccc2)c1 (stereo not drawn)	0.3	-2	-13	26	-1	/	/	15	/	11
Cc1ccc(NC(=O)CSCC(=O)N2CCCc3ccccc32)cc1	0.2	-2	7	34	-1	/	/	-3	/	-3
COc1ccccc1Nc1nc(N)nc(CN2CCCCC2)n1	-0.6	0	-2	25	-2	5	-19	5	3	13
CSc1nnc(-c2ccc(S(=O)(=O)N3CCCC3)cc2)n1C	/	-3	29	21	3	3	-18	-1	-2	-2
COC(=O)Cc1ccc(OC(=O)CCS(=O)(=O)c2ccc(Cl)cc2)cc1	0.4	-2	6	15	3	/	/	1	/	-9
CCNC(=O)CC1C(=O)N(c2ccc(F)cc2)C(=O)N1Cc1cccs1 (stereo not drawn)	0.1	-1	9	16	6	-1	-28	-2	2	-4
CCCNCc1cc(OC)c(OCc2ccccc2)cc1Br	-0.6	-4	-20	33	3	-2	1	2	3	13
Cc1ccc(C)c(Cn2nnc3c(=O)[nH]c(C(=O)NCC4CCCO4)nc32)c1 (stereo not drawn)	0.0	-5	21	20	1	4	-16	-8	6	-6
O=C1OC(N2C(=O)CC[C@H]2C(=O)Nc2ccc(F)c(F)c2)c2ccccc21 (stereo partly drawn)	-0.1	2	9	10	2	3	-11	0	8	5
Cc1cc(C)c(S(=O)(=O)N2CCOC2CNC(=O)C(=O)NCCc2ccc(S(N)(=O)=O)cc2)c(C)c1 (stereo not drawn)	-0.4	0	13	18	1	0	-3	-3	1	4
O=C(CCc1ccccc1)Nc1ccc(S(=O)(=O)Nc2nccs2)cc1	-0.6	-3	13	-85*	5	-2	-33	1	0	5
O=Cc1sc([O-])nc1-[n+]1ccc2ccccc2c1	-0.3	2	32	3	2	-4	-37	-7	-4	-10
O=C(Cn1c(=S)nc2ccccn21)N1CCc2ccccc2C1	2.0	2	-96	20	2	-6	-64	18	0	26
CC(=O)N1CCc2c(sc(NC(=O)CCS(=O)(=O)c3ccc(C)cc3)c2C(N)=O)C1	-0.1	10	-4	21	-19	/	/	-1	/	1
N#Cc1ccccc1NC(=O)Nc1ccc(Cl)cc1	0.7	-1	-23	11	-2	-3	-48	11	-1	6
CC(=O)c1ccc(OCc2cc(C(=O)N(C)Cc3ccccn3)no2)cc1	4.6	-1	-65	18	2	-9	-91	3	-8	19
CCCCCNC(=O)C1CC=CCC1C(=O)O (stereo not drawn)	-0.6	0	-8	7	-1	0	-38	4	-1	0
CN1CCN(S(=O)(=O)c2cccc(C(=O)O)c2)CC1	-0.7	1	20	-2	-2	-1	-11	-2	-4	-7
Cc1cc(C)c(C#N)c(SCc2ccc3c(c2)OCO3)n1	-2.2	1	-24	1	0	0	5	7	6	-6
COc1ccc(C2c3c(oc4ccccc4c3=O)C(=O)N2c2ccc(C)cn2)cc1OC (stereo not drawn)	0.7	/	2	18	-1	0	-44	-7	-1	7
CCOc1ccccc1Oc1nc(-c2ccccc2O)nc2ccccc12	1.6	-1	19	6	0	2	1	-2	-4	-1
Cc1ccc(S(=O)(=O)NCC(=O)N(CC2CCCO2)C(C(=O)NCC2CCCO2)C(C)C)cc1 (stereo not drawn)	-0.5	2	4	19	0	-4	-5	3	2	2
C[C@@]12CCC=C[C@H]1[C@H](c1ccc(/C=C/c3ccccc3)cc1F)N(Cc1ccccc1)C2=O	0.0	1	19	15	-4	/	/	12	/	22
C=CCNC(=O)N[C@@H](Cc1ccccc1)C(=O)OC	-0.3	-1	-6	28	3	-1	-39	-2	-5	0
COc1ccc(-c2ccc(SCC(=O)Nc3cc(C)on3)nn2)cc1OC	4.1	-1	-41	4	5	-2	-35	-3	3	8
O=C(Nc1ccc(S(=O)(=O)N2CCCC2)cc1)c1cccnc1Cl	-0.2	-1	5	28	-2	/	/	-1	/	2
Cc1ccsc1-c1nc(CSCC(=O)NCCN2CCCC2)c(C)o1	0.0	-1	-1	25	-3	0	-22	-1	6	0
CCO[C@H]1OC(C(=O)NC2CC2)=C[C@@H](c2ccc(Br)cc2)[C@@H]1CCCO	-0.8	/	32	17	-6	7	-14	-14	4	-31
CCn1cc(C(C)NC(=O)Nc2ccccc2C(=O)OC)c(C)n1 (stereo not drawn)	-0.2	1	-4	16	-3	-1	-5	6	-10	9
CC(C)Cc1nc2sc3c(c2c(=O)n1N)CC(C)(C)OC3	0.4	-1	2	-3	-7	-3	-18	5	-5	-1
Cc1ccc(O)c(-c2[nH]ncc2C(=O)c2ccc(Br)cc2)c1	0.2	0	3	-10	0	5	-43	11	-4	44
Cc1nc2sc(C(c3cccc(F)c3)N3CCN(C(=O)c4ccco4)CC3)c(O)n2n1 (stereo not drawn)	0.3	-2	4	38	-1	-1	-16	2	-4	7

Continued:
Structure	HIF act	GSK3 alpha inh	aSyn UTR inh	AI-2 QS mod	GSK3beta inhib	HSP90 inh	KLF5 inhibitor	HSF1 inh	IEC-6 tox	HSF-1 act
CCn1c(CNC(=O)C(C)(C)C)nc2ccccc21	0.0	-3	7	4	3	0	7	-10	0	3
CC(COc1ccccc1)N1CCC(CO)(CCc2ccccc2)CC1 (stereo not drawn)	-0.4	-2	-5	-4	-4	0	-21	6	2	8
S=C(Nc1ccccc1Cl)N1CCC(c2ccccc2)C1 (stereo not drawn)	2.9	1	-120	9	3	-3	-124	13	-5	24
Cc1cccc(C(=O)NCC(c2ccco2)N(C)C)c1 (stereo not drawn)	0.3	-2	-26	20	0	2	22	4	0	7
CC1CCCC(C)N1C(=O)c1cc2ncc(CCCl)cn2n1 (stereo not drawn)	-0.5	1	4	10	-17	-3	-3	-2	-4	-8
COc1ccc(CNC(=O)c2ccc(CS(=O)(=O)Cc3ccccc3F)o2)cc1	0.5	-6	1	9	-2	-6	-13	-3	3	-16
O=C(O)CCC(=O)Nc1ccccc1C(=O)NCc1ccco1	-0.3	-1	11	9	3	2	0	-1	-3	-4
CC(=O)N1c2ccc(S(=O)(=O)N3CCCC(C(=O)NCc4ccccc4)C3)cc2CC1C (stereo not drawn)	-0.2	-1	-6	1	-1	3	-20	7	5	8
CC(NC(=O)COC(=O)c1ccc2c(c1)OCO2)c1ccccc1 (stereo not drawn)	-0.9	-2	-13	-6	0	2	-19	4	2	20
CC12CCC(c3c(CO)nn(-c4ccccc4)c31)C2(C)C (stereo not drawn)	-0.2	-1	13	17	-1	0	0	1	-3	14
CCc1c(C(=O)N/N=C/c2sccc2C)nnn1-c1nonc1N	0.2	0	-13	3	4	3	-15	3	3	0
Cc1cc(C(=O)NNC(=O)c2cccc(S(=O)(=O)N3CCOCC3)c2)c2ccccc2n1	-0.6	-4	6	11	0	-1	-12	6	0	28
NC(=O)C1CCCN(C(=O)c2ccc3oc(Cc4ccc(Cl)cc4)nc3c2)C1 (stereo not drawn)	0.8	0	-19	21	2	-5	-18	-43	0	-56
COc1ccccc1C(=O)N1CCCN(C(=O)c2ccccc2OC)CC1	0.0	0	12	15	-5	0	-15	-1	-4	-1
CC(=O)c1sc(NC(=O)CCS(=O)(=O)c2ccc(C)cc2)nc1C	0.3	-1	-3	16	2	/	/	8	/	6
O=C(Cc1cccs1)Nc1nnc(C2CC2)s1	0.4	-9	7	28	5	4	-26	-4	4	-12
COc1ccc2nc(SCC(=O)NC3CCCC3)c(C)cc2c1	0.5	-2	-48	-13	0	2	71*	-3	45*	13
COC(=O)[C@H](C)NC(=O)N1CCC(Cc2ccccc2)CC1	-0.4	0	8	10	-2	1	7	-9	6	-13
O=C(c1c(F)cccc1F)N(Cc1ccccn1)C1CC1	-24	-24	-19	31	3	1	9	-8	-2	0
Cc1ccc(NNC(N)=S)cc1Cl	-0.2	5	1	18	-4	-3	-19	-6	-4	-22
Cc1c(C(=O)Nc2ccncc2)sc2nc(-c3ccccc3)cn12	1.4	-8	-51	9	-1	-5	-18	4	4	6
